D3 ag – activates the human D3 dopamine receptor; P35462; D3R DiscoveRx beta-arrestin cells, luminescence, 90 min; max activation, %; 410,000 compounds, 0.58% hits; AID 652048; in the data active = max activation above about 30%; also: 0% is about no effect; mostly tested at two doses, the higher about 12 µM
Target sequence (P35462 whole entry, looked up): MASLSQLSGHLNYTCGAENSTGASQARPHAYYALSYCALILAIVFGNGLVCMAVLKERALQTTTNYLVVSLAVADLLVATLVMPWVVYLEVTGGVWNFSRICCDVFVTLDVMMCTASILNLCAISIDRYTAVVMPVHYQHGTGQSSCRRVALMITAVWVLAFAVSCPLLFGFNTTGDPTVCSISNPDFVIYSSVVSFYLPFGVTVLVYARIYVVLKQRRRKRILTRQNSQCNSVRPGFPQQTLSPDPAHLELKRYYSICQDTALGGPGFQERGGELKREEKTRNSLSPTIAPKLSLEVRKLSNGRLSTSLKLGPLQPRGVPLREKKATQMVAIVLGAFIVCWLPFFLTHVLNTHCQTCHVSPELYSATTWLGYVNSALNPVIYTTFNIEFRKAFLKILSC
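Agonist-mode cell screen: cells plated at 1500/well and incubated overnight at 37 °C, then exposed to library compounds for 90 min at 37 °C. Detection reagent was added for 30–60 min at room temperature, and luminescence was read.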
pAkt inh – blocks phosphorylation of Akt. activity change, % for hits at 50 µM. Neuro2A IGF-stimulated pAkt S473 HTRF, 20 min; hits give low values. 360,000 compounds, 0.32% hits; in the data active = activity change below about -80%; inconclusive = mostly about -51% to -80%; also: % is scaled to controls: 0 for no effect and ±100 for the full control effect
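Neuro2A cells (4,500/well, DMEM with 0.5% FBS) were treated with compound at a single 50 µM final concentration, stimulated with 6 nM IGF for 20 min at 37 °C, and lysed. Phospho-Akt Ser473 was read by HTRF as 665/615 ratio ×10^4.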
CCT modulator – cytosolic chaperonin activity modulation; purified chaperonin ATPase assay, HTRF ADP detection, 30 min; activity change, % (concentration not given with the values), hits read low; 360,000 compounds, 0.3% hits; in the data active = activity change below about -30%; also: % is scaled to controls: 0 for no effect and ±100 for the full control effect
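ATPase activity: ADP formed was measured by HTRF Transcreener (665/615 nm ratio) after 30 min at 37 deg C with 10 uM ATP. Compounds screened at one 76 uM concentration against 40 or 20 nM TRiC in Tris pH 7.4/KCl/MgCl2/DTT buffer.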
Mm-Cpn inhibitor – inhibitors of Methanococcus maripaludis chaperonin (MmCpn). purified Mm-Cpn ATPase, ADP Transcreener TR-FRET. Potency, µM (highest dose often 76.9 µM), without a hit: at the top dose activity, negative = inhibition, usual class: inhibitors. 330,000 compounds, 0.031% hits. AID 504842; also: potency is read from the fitted curve at half-maximal effect; % is scaled to controls: 0 for no effect and ±100 for the full control effect; nearly all actives have a fitted effect of over 80% in size
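Inhibition of chaperonin ATP hydrolysis is measured as reduced ADP production, detected by competitive TR-FRET in which signal falls with ADP. Final enzyme 25 nM and ATP 10 uM, reacted 30 min at 37°C.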
EPAC2 antagonist – EPAC2 (human) antagonism. EPAC2 GEF exchange of Rap1B-BODIPY-GDP, fluorescence. Potency, µM (top dose mostly 114 µM), inactives show at the highest dose activity, negative = inhibition, usual class: inhibitors. 360,000 compounds, 0.18% hits. AID 720708; also: potency is read from the fitted curve at half-maximal effect; % is scaled to controls: 0 for no effect and ±100 for the full control effect; nearly all actives have a fitted effect of over 45% in size; many of its hits are not listed in these tables
PTHR1 agonist – activates the human parathyroid hormone receptor PTHR1. Q03431. HEK293 GP2 PTHR1 cells, GloSensor cAMP luminescence, 1 h. Potency, µM (top dose mostly 115 µM), inactives show at the highest dose activation, usual class: activators. 410,000 compounds, 0.075% hits; also: potency is read from the fitted curve at half-maximal effect; nearly all actives have a fitted effect of over 55% in size; some results filed as inactive show a strong effect at the top dose; inactives centre near -15; many of its hits are not listed in these tables
Target sequence (Q03431 whole entry, looked up): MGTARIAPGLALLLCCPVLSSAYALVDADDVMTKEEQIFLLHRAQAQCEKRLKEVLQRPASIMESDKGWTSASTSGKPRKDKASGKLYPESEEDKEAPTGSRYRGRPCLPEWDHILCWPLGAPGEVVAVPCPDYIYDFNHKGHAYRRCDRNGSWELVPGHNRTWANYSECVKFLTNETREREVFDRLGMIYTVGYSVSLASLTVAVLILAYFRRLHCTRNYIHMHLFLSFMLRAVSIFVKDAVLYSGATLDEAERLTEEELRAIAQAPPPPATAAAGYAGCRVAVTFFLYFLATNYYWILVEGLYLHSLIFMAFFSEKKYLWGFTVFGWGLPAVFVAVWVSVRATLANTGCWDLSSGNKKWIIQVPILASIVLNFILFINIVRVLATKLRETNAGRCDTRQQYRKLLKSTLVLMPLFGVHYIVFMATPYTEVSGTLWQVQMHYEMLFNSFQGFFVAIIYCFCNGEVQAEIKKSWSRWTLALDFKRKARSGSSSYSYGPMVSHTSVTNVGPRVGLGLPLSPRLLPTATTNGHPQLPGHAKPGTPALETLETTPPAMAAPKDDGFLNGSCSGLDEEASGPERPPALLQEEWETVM
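HEK-293-derived GP2 cells expressing PTHR1 and a GloSensor cAMP reporter, 3,000/well, plated overnight, given luciferin plus IBMX (each 0.5 mM as added) for 1 h at 37 °C, then compound for 1 h at 37 °C. Luminescence was read after 15 min at room temperature.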
DRD3 antagonist – blocks the human D3 dopamine receptor. P35462. D3R cells, DiscoveRx beta-arrestin luminescence, antagonist mode; hits give low values. max response, negative = inhibition, %. 360,000 compounds, 2.5% hits. AID 652054; in the data active = max response below about -50%; inconclusive = no clear call, values can overlap the other calls; also: % is scaled to controls: 0 for no effect and ±100 for the full control effect; mostly tested at two doses, the higher about 12 µM
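Cells plated overnight at 1500 cells/well, then exposed to library compounds with dopamine controls for 90 minutes at 37 degrees C. DiscoveRx reagent added for 30–60 minutes at room temperature; luminescence read, quantitative HTS format.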
EPAC2 ag – activates human EPAC2 exchange factor; AID 720711; 360,000 compounds, 0.079% hits; EPAC2 activation, biochemical qHTS; response scale: 100% = 6.5 mM cAMP response; Potency, µM (titrated, usually from 154 µM), for inactives: top-dose activation, usual class: activators; also: potency is read from the fitted curve at half-maximal effect; nearly all actives have a fitted effect of over 50% in size
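Compounds were added across a concentration range to EPAC2 (100 nM), RAP1B-BODIPY-GDP (250 nM) and GDP (50 uM). After 5 min at room temperature, fluorescence was recorded at 5-min intervals for 30 min.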
Starred values were filed as active, the others as inactive; [ ] = remark or other dose. Unless noted, calls follow the shape of the dose curve; as a rule, active = well fitted curve in the direction sought with a large enough effect; inconclusive = small, poorly fitted or top-dose-only effect, or another doubt; inactive = no such curve, though single readings can be large; an effect the other way counts as inactive or inconclusive. These rows are one share of the data (hit frequency here may not be typical).

`Fc1cc(Cl)c(OCc2noc(-c3ccsc3)n2)c(Cl)c1` gave D3 ag 5, pAkt inh inactive, CCT modulator -1.4, Mm-Cpn inhibitor -1%, EPAC2 antagonist 3%, PTHR1 agonist -7%, DRD3 antagonist 19 and EPAC2 ag -3%.
Screening CC(C)Cn1c(N2CCN(C(=O)/C=C/c3ccccc3)CC2)nc2ccccc21 returned D3 ag -14, pAkt inh inactive, CCT modulator 0.2, Mm-Cpn inhibitor 0%, EPAC2 antagonist -23%, PTHR1 agonist -8%, DRD3 antagonist -1 and EPAC2 ag 2%.
Screening C/C(=N\NC(=O)CN1CCN(S(=O)(=O)c2ccc(C)cc2)CC1)c1ccc(O)cc1 returned D3 ag 6, pAkt inh inactive, CCT modulator 2.1, Mm-Cpn inhibitor 0%, EPAC2 antagonist 8%, PTHR1 agonist inactive, DRD3 antagonist -5 and EPAC2 ag -2%.
CCN(C(=O)Cc1c(C(=O)O)n(CC)c2ccccc12)c1cccc(C(F)(F)F)c1 was read as D3 ag 0, pAkt inh inactive, CCT modulator 4.7, Mm-Cpn inhibitor -1%, EPAC2 antagonist -8%, PTHR1 agonist -19%, DRD3 antagonist -5 and EPAC2 ag -5%.
`CCC(=C/c1sc2ccc3ccccc3c2[n+]1C)/C=C1\Sc2ccc3ccccc3c2N1C` gave D3 ag 8, pAkt inh inactive, CCT modulator -4.2, Mm-Cpn inhibitor -21%, EPAC2 antagonist inconclusive, PTHR1 agonist -20%, DRD3 antagonist -11 and EPAC2 ag inconclusive.
COc1ccc(CCn2c(=O)c3cccnc3n(Cc3ccc([N+](=O)[O-])cc3)c2=O)cc1OC was read as D3 ag 7, pAkt inh inactive, CCT modulator -1.6, Mm-Cpn inhibitor 2%, EPAC2 antagonist 3%, PTHR1 agonist -23%, DRD3 antagonist 18 and EPAC2 ag 7%.
For COC1OC2COC(c3ccccc3)OC2C(OC(C)=O)C1OC(C)=O (stereo not drawn) the results were D3 ag 3, pAkt inh inactive, CCT modulator -0.2, EPAC2 antagonist -3%, PTHR1 agonist inactive, DRD3 antagonist 9 and EPAC2 ag -2%.
COc1ccc(NC(=O)CSc2nc3ccccc3nc2N2CCCC2)c(OC)c1 was read as D3 ag 3, pAkt inh inactive, CCT modulator -1.7, Mm-Cpn inhibitor 2%, EPAC2 antagonist -16%, PTHR1 agonist -20%, DRD3 antagonist 20 and EPAC2 ag 0%.
Screening COc1ccc(-c2cc(NCCc3ccncc3)n3ncnc3n2)cc1 returned D3 ag 0, pAkt inh inactive, CCT modulator -2.9, Mm-Cpn inhibitor -2%, EPAC2 antagonist 0%, PTHR1 agonist -12%, DRD3 antagonist 10 and EPAC2 ag 5%.
For O=C(Nc1ccc(C(O)c2ccccc2)cc1)[C@H]1C[C@H](O)[C@@H](CO)O1 (stereo partly drawn) the results were D3 ag 10, pAkt inh inactive, CCT modulator 1.3, EPAC2 antagonist 23%, PTHR1 agonist inactive, DRD3 antagonist 10 and EPAC2 ag -6%.
`COc1cccc(NC(=O)CSc2nc(=O)n(CCN(C)C)c3c2CCCC3)c1` gave D3 ag 3, pAkt inh inactive, CCT modulator -2.8, Mm-Cpn inhibitor -1%, EPAC2 antagonist 6%, PTHR1 agonist inactive, DRD3 antagonist -6 and EPAC2 ag 4%.
For Nc1nnc(SCC(=O)c2ccc([N+](=O)[O-])cc2)s1 the results were D3 ag 0, pAkt inh inactive, CCT modulator 0.9, Mm-Cpn inhibitor 2%, EPAC2 antagonist 5%, PTHR1 agonist -3%, DRD3 antagonist 2 and EPAC2 ag -3%.
CCN(CC)S(=O)(=O)c1cc(NC(=O)COC(=O)c2sc3ccccc3c2Cl)ccc1C was read as D3 ag 0, pAkt inh inactive, CCT modulator 2.0, Mm-Cpn inhibitor -18%, EPAC2 antagonist -3%, PTHR1 agonist inactive, DRD3 antagonist 0 and EPAC2 ag 11%.
Screening Cc1ccc(-c2c[n+]3c(n2-c2ccccc2)SCC3)cc1 returned D3 ag -3, pAkt inh inactive, CCT modulator 0.7, Mm-Cpn inhibitor 2%, EPAC2 antagonist 22%, PTHR1 agonist -31%[inhibitor], DRD3 antagonist -2 and EPAC2 ag 4%.
`O=C(COC(=O)Cc1ccc([N+](=O)[O-])cc1)NC1CCCCCC1` gave D3 ag -16, pAkt inh inactive, CCT modulator -1.2, Mm-Cpn inhibitor 0%, EPAC2 antagonist -4%, PTHR1 agonist -14%, DRD3 antagonist 0 and EPAC2 ag 1%.

Some of these compounds in order of length of the SMILES, smallest number first.
`Fc1cc(Cl)c(OCc2noc(-c3ccsc3)n2)c(Cl)c1` gave D3 ag 5, pAkt inh inactive, CCT modulator -1.4, Mm-Cpn inhibitor -1%, EPAC2 antagonist 3%, PTHR1 agonist -7%, DRD3 antagonist 19 and EPAC2 ag -3%.
For Nc1nnc(SCC(=O)c2ccc([N+](=O)[O-])cc2)s1 the results were D3 ag 0, pAkt inh inactive, CCT modulator 0.9, Mm-Cpn inhibitor 2%, EPAC2 antagonist 5%, PTHR1 agonist -3%, DRD3 antagonist 2 and EPAC2 ag -3%.
`O=C(COC(=O)Cc1ccc([N+](=O)[O-])cc1)NC1CCCCCC1` gave D3 ag -16, pAkt inh inactive, CCT modulator -1.2, Mm-Cpn inhibitor 0%, EPAC2 antagonist -4%, PTHR1 agonist -14%, DRD3 antagonist 0 and EPAC2 ag 1%.

Next part:
O=S(=O)(N1CCOCC1)n1c(Cc2ccccc2)nc2ccccc21 was read as D3 ag 7, pAkt inh inactive, CCT modulator -2.2, Mm-Cpn inhibitor 1%, EPAC2 antagonist 7%, PTHR1 agonist -1%[57.5 µM], DRD3 antagonist 13 and EPAC2 ag 6%.
For Cn1c(=O)[nH]c(=O)c2c1nc(OC(=O)c1ccccc1)n2CC(O)COc1ccc(F)cc1 (stereo not drawn) the results were D3 ag 12, pAkt inh inactive, CCT modulator 1.2, Mm-Cpn inhibitor -5%, EPAC2 antagonist 0%, PTHR1 agonist inactive, DRD3 antagonist -18 and EPAC2 ag 6%.
CC1=Nc2cc(C(=O)O)ccc2Sc2ccc(Br)cc21 was read as D3 ag 0, pAkt inh inactive, CCT modulator 1.0, Mm-Cpn inhibitor 0%, EPAC2 antagonist inconclusive, PTHR1 agonist -37%[inhibitor], DRD3 antagonist 3 and EPAC2 ag 9%.
Brc1ccc2oc3c(N4CCOCC4)ncnc3c2c1 was read as D3 ag 6, pAkt inh inactive, CCT modulator -22, Mm-Cpn inhibitor -28%, EPAC2 antagonist 15%, PTHR1 agonist inactive, DRD3 antagonist 2 and EPAC2 ag 4%.
CCC(=O)Nc1nnc(S(=O)(=O)N(C)c2cc(C)cc(C)c2)s1 was read as D3 ag -7, pAkt inh inactive, CCT modulator -2.3, Mm-Cpn inhibitor -1%, EPAC2 antagonist 2%, PTHR1 agonist inactive, DRD3 antagonist 9 and EPAC2 ag 3%.
O=C1C(Cl)=C(N2CCOCC2)C(=O)N1c1ccc(Br)cc1 was read as D3 ag -12, pAkt inh inactive, CCT modulator -0.6, Mm-Cpn inhibitor 1%, EPAC2 antagonist 3%, PTHR1 agonist -2%, DRD3 antagonist -69* and EPAC2 ag 4%.
`O=[N+]([O-])c1cc(CN2CCCCCC2)ccc1O` gave D3 ag -14, pAkt inh inactive, CCT modulator 1.1, Mm-Cpn inhibitor 2%, EPAC2 antagonist 1%, PTHR1 agonist -28%, DRD3 antagonist inconclusive and EPAC2 ag 7%.
Screening Cc1ccc(NCC(O)C(O)C(O)CO)cc1C (stereo not drawn) returned D3 ag 7, pAkt inh inactive, CCT modulator -0.1, Mm-Cpn inhibitor -2%, EPAC2 antagonist 9%, PTHR1 agonist inactive, DRD3 antagonist -29 and EPAC2 ag 2%.
`O=C(COc1ccc2ccc(=O)oc2c1)NCc1ccccn1` gave D3 ag 10, pAkt inh inactive, CCT modulator 1.8, Mm-Cpn inhibitor -1%, EPAC2 antagonist 2%, PTHR1 agonist inactive, DRD3 antagonist 18 and EPAC2 ag 3%.
For COc1ccc(OC(=O)N(C)C[C@@H]2OCc3cn(nn3)CCCC(=O)N([C@@H](C)CO)C[C@H]2C)cc1 the results were D3 ag -5, pAkt inh inactive, CCT modulator -0.9, EPAC2 antagonist 5%, PTHR1 agonist -28%, DRD3 antagonist -17 and EPAC2 ag 2%.
CN(C)S(=O)(=O)c1cccc2c1C(=O)c1ccccc1C2=O was read as D3 ag -1, pAkt inh inactive, CCT modulator -0.6, Mm-Cpn inhibitor 0%, EPAC2 antagonist 4%, PTHR1 agonist inactive, DRD3 antagonist -1 and EPAC2 ag 10%.
`CNC(=S)N1CCN(c2cccc(OC)c2)CC1` gave D3 ag 10, pAkt inh inactive, CCT modulator 1.8, Mm-Cpn inhibitor 1%, EPAC2 antagonist 10%, PTHR1 agonist -8%[57.5 µM], DRD3 antagonist -4 and EPAC2 ag 3%.
Screening COc1ccc(OCCCC(=O)OCC(=O)c2ccc3c(c2)NC(=O)CO3)cc1 returned D3 ag 1, pAkt inh inactive, CCT modulator -2.5, Mm-Cpn inhibitor -5%, EPAC2 antagonist -9%, PTHR1 agonist inactive, DRD3 antagonist 8 and EPAC2 ag -8%.
CCOc1ccc(OCC)c(NC(=O)CN2CCN(CC(=O)NC(C)C)CC2)c1 was read as D3 ag 10, pAkt inh inactive, CCT modulator -1.9, Mm-Cpn inhibitor 1%, EPAC2 antagonist 4%, PTHR1 agonist -2%, DRD3 antagonist 4 and EPAC2 ag 6%.
For CCN1CCN(CCC2Oc3cc([N+](=O)[O-])ccc3NC2=O)CC1 (stereo not drawn) the results were D3 ag 3, pAkt inh inactive, CCT modulator 1.1, Mm-Cpn inhibitor 0%, EPAC2 antagonist 20%, PTHR1 agonist inactive, DRD3 antagonist 13 and EPAC2 ag 6%.
For CCCOc1cccc(C2C(C(=O)c3ccco3)=C(O)C(=O)N2CCCn2ccnc2)c1 (stereo not drawn) the results were D3 ag -10, pAkt inh inactive, CCT modulator 0.8, Mm-Cpn inhibitor -8%, EPAC2 antagonist 1%, PTHR1 agonist inactive, DRD3 antagonist 3 and EPAC2 ag 1%.
Screening COc1ccc(CCC(=O)N2c3ccccc3N=C(c3ccc4c(c3)OCO4)C2C(=O)NCc2ccccc2)cc1 (stereo not drawn) returned D3 ag -13, pAkt inh inactive, EPAC2 antagonist 1%, PTHR1 agonist -16%, DRD3 antagonist inconclusive and EPAC2 ag 21%.
